# DT40 TDP1 no CPT: qHTS for Inhibitors of human tyrosyl-DNA phosphodiesterase 1 (TDP1): qHTS in cells in absence of CPT. DT40 Tdp1-/- hTDP1 cells, no CPT, ATP luminescence, 48 h. Potency, µM (titrated, usually from 46.2 µM), inactives show at the highest dose activity change, negative = growth inhibition, most hits filed as inhibitors. actives 15% (n = 420,000). AID 686978, 2013; further: nearly all actives have a fitted effect of over 55% in size
#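 Stably hTDP1-transfected Tdp1-null chicken DT40 cells were treated with library compounds minus camptothecin and grown for at least 48 hr at 37 °C, after which cellular ATP was quantified by luminescence.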
# TDP1 block: blocks human tyrosyl-DNA phosphodiesterase 1. Q9NUW8. actives 0.28% (n = 350,000). Potency, µM (series often up to 130 µM), inactives show at the top dose activity change, negative = inhibition, most hits filed as inhibitors. recombinant TDP1, AlphaScreen DNA substrate cleavage; further: nearly all actives have a fitted effect of over 40% in size
# Target sequence (Q9NUW8 whole entry, looked up): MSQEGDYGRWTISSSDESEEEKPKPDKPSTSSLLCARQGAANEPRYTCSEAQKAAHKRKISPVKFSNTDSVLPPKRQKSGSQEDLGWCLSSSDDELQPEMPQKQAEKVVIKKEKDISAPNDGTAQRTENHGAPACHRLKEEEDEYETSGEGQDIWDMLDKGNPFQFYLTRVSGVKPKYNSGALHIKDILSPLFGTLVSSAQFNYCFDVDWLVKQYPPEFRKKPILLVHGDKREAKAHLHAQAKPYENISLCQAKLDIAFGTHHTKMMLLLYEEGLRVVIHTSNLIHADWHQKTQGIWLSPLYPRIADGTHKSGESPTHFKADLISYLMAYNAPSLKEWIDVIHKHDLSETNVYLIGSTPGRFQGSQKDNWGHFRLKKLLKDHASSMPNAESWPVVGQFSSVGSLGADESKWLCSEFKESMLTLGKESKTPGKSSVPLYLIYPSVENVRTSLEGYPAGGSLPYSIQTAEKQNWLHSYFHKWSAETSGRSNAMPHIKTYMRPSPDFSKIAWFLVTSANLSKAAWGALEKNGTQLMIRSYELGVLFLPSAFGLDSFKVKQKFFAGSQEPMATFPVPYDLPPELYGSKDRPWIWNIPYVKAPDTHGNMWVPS
#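 E. coli-derived human Tdp1, 1 nM final. Cpd preinc 15 min RT; substrate 15 nM final, 5 min RT; AS bead mix 10 ug/ml final, 10 min RT. Signal loss = tyrosine-FITC cleavage. No-enzyme wells = max signal.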
# TDP1 cell CPT: DT40-hTDP1 cell growth loss with CPT; chicken DT40 Tdp1-/-;hTDP1 cells + 20 nM CPT, ATP luminescence, 48 h; actives 12% (n = 420,000); Potency, µM (titrated, usually from 46.2 µM), for inactives: at the top dose activity change, negative = growth inhibition, usual class: inhibitors; further: nearly all actives have a fitted effect of over 55% in size
#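 Chicken DT40 Tdp1-/- cells stably complemented with human TDP1 were seeded at 400 cells/well in medium containing 20 nM camptothecin, exposed to pin-transferred compounds, and grown at 37 °C for at least 48 hr. Viability was read as ATP luminescence.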
# An asterisk follows results filed as active; ? = inconclusive; . = no result given; & = joins results of further samples; [ ] = dose if it differs, or a comment. The call rests on the fitted dose curve; in most records, active means well fitted curve in the direction sought with a large enough effect; inconclusive means small, poorly fitted or top-dose-only effect, or another doubt; inactive means no such curve, though single readings can be large; an effect the other way counts as inactive or inconclusive. On the % scale 0 is the no-effect control and ±100 the full control effect; potency means the concentration at half of the fitted maximal effect.
canonical_smiles | TDP1 cell CPT | TDP1 block | DT40 TDP1 no CPT
O=C(CSc1nnc(-c2ccncc2)n1-c1ccc(Cl)cc1)NCc1cccs1 | -10% | 1% | -11%
O=C(NC(NC(=S)Nc1ccc(Cl)c(Cl)c1)C(Cl)(Cl)Cl)c1ccco1 (stereo not drawn) | 21µM* | 6% | 18µM*
COC(=O)[C@]12CCCCC=C1N(Cc1ccc(Cl)cc1Cl)C(=O)[C@H](CC(=O)NCC13CC4CC(CC(C4)C1)C3)C2 | 2% | . | -18%
Cc1cc(C(=O)O/N=C(\N)c2ccc(C(C)(C)C)cc2)no1 | -15% | -3% | -18%
CC(=O)Nc1ccc(OCCCNC(=O)c2c(-c3ccccc3)noc2C)cc1 | ? | 3% | 15µM*
COc1ccc(CN2CCNC(=O)C2CC(=O)N(C)Cc2ccon2)c(OC)c1 (stereo not drawn) | 9% | 0% | 0%
COc1ccccc1C(=O)NC(=S)Nc1ccc(N2CCOCC2)c(Cl)c1 | ? | -1% | ?
O=C(NNC(=O)c1ccc(Cl)cc1Cl)c1cccs1 | 7% | 2% | -7%
O=C(CCN1CCN(S(=O)(=O)c2ccc(Cl)cc2)CC1)Nc1ccc(F)cc1 | -25% | 0% | -21%
C=CCNC(=O)c1ccc(Sc2ccccc2)c([N+](=O)[O-])c1 | -8% | 4% | -27%
Cc1nc2scc(C)n2c(=O)c1S(=O)(=O)Nc1ccc(N2CCN(C(=O)C(C)C)CC2)cc1 | ? | 3%&2% | ?
CCCCOc1cccc(C(=O)NNC(=S)NC2CCCCC2)c1 | ? | 10% | 16µM*
COc1ccc(-c2nn(-c3ccccc3)cc2C(=O)NC2CC2)cc1 | -21% | 0% | ?
COc1ccc(NC(=O)c2sc3nc4c(cc3c2N)CCCCCC4)cc1 | ? | . | ?
CS(=O)(=O)N(CC(=O)Nc1ccc2c(c1)OCCO2)Cc1ccc(Cl)cc1 | ? | 8% | ?
O=C(NC(=S)Nc1ccccc1Br)C1CC1 | 2% | . | 3%
Cc1cccc(OCCSc2nc3c([nH]2)c(=N)ncn3Cc2ccccc2)c1 | 21µM* | 6% | 16µM*
COc1ccc(CCNS(=O)(=O)c2cc(-c3cc(C)no3)ccc2OC)cc1OC | -17% | 8% | -16%
CC(=O)CC(=O)Nc1ncccn1 | 5% | -4% | -16%
Cc1ccc2nc(SCC(=O)NC3CCCCC3)nc(=O)n2c1 | -8% | . | 14%
CC(C)CCn1c(N2CCCC2)nc2c1c(=O)n(C)c(=O)n2C | ? | . | 21µM*
CCCCCCC(=O)Nc1c2c(nc3ccccc13)N(C)CC2 | ? | 2% | -21%
CC(Oc1ccccc1)C(=O)N[C@@H]1C(=O)N2C(C(=O)O)C(C)(C)S[C@H]12 (stereo partly drawn) | -1% | . | 8%
CCC(C)(C)NC(=O)C(c1ccc(F)cc1)N(Cc1cccc(OC)c1)C(=O)c1cnccn1 (stereo not drawn) | 16% | 6% | -9%
CC(=O)Nc1ccc(C(=O)NCCCOC(C)C)cc1 | -1% | -2% | 1%
COc1ccc(OC(=O)COc2ccc(C)cc2)cc1 | 1% | -6% | 3%
Clc1ccc(CSc2ccc(-c3cccs3)nn2)cc1 | 0% | -5% | -1%
COc1cccc(OC)c1C(=O)Nc1sc2c(c1C#N)CCC2 | 21% | . | 1%
CC(C)c1ccc(N(CC(=O)NCCCN2CCOCC2)S(=O)(=O)c2ccccc2)cc1 | 18µM* | 0% | 26µM*
O=c1cc(CCl)nc(Cc2c(Cl)cccc2Cl)[nH]1 | ? | . | ?
Cc1cc(OCC(=O)C(C)(C)C)c2c(-c3ccccc3)cc(=O)oc2c1 | ? | . | -30%
CCN(CC)C(=O)Cn1cc(S(=O)(=O)CC(=O)Nc2ccccc2C)c2ccccc21 | -26% | . | 3%
CC[C@@H]1Cc2[nH][nH]c(=O)c2[C@H](c2ccc(Cl)cc2)O1 | -25% | . | ?
Cc1cc(-n2nnc3ccccc32)nc2ccccc12 | -8% | -2% | -19%
COc1ccc(S(=O)(=O)N(CC(=O)NC(C)c2ccccc2)c2ccc(C)cc2)cc1OC (stereo not drawn) | ? | 5%[2.28 µM] | 5.8µM*
Cc1ccc(-n2cccc2/C=C2/C(=N)N3C(=NC2=O)SN=C3S(C)(=O)=O)cc1Cl | 0% | 2% | -7%
CCOc1ccccc1NC(=O)C1CCCN(S(C)(=O)=O)C1 (stereo not drawn) | 4% | . | 3%
COc1cc(C2C(C(=O)Nc3ccc(Cl)cc3)=C(C)Nc3nc(SC)nn32)cc(OC)c1OC (stereo not drawn) | -6% | 5% | -17%
Cc1sc2nc(SCc3nc(-c4cccs4)no3)n(-c3ccccc3)c(=O)c2c1C | -21% | -1% | ?
O=C(CSc1nnc2scc(-c3ccc(Cl)cc3)n12)Nc1ccc(F)cc1 | -8% | . | -20%
O=CC(=Cc1ccccc1)c1ccccc1 | -4% | . | ?
O=Cc1s/c(=N\S(=O)(=O)c2ccccc2)n(CCCCl)c1Cl | 0.52µM* | 6% | 0.73µM*
Cc1nn(CC(=O)N2CCCCC2)c(=O)c2nn(-c3ccccc3)c(C)c12 | -16% | 5% | 41%[activator]
O=C(Nc1ccccc1Cl)c1ccc(COc2ccc3c(c2)CCC3)cc1 | -4% | 2% | -1%
COc1ccc(OC)c(C2C(C(=O)c3cccs3)=C(O)C(=O)N2c2cc(C)on2)c1 (stereo not drawn) | -23% | -4% | ?
COC(=O)Cc1[nH]n(-c2nc3ccccc3s2)c(=O)c1C(C)=Nc1ccc(OC)cc1 | 5.2µM* | . | 3.3µM*
CCn1nc(C)cc1C(=O)OCC(=O)c1ccc(Cl)cc1 | -15% | 0% | -18%
Cc1cc(C)n2nc(C(=O)OCC(=O)N(C)CC(=O)Nc3ccccc3Cl)nc2n1 | 1% | . | -14%
COc1ccc(CCC(C)NCc2cccc(Br)c2)cc1 (stereo not drawn) | ? | 5% | ?
Cc1ccc(CNC(=O)CC2(CC3=NS(=O)(=O)c4ccccc4N3)CCCC2)cc1 | ? | . | ?

# Carrying on:
canonical_smiles | TDP1 cell CPT | TDP1 block | DT40 TDP1 no CPT
CCOC(=O)Cn1nc(NC(=O)COc2ccc(F)cc2)cc1C | -10% | 2% | -10%
O=C(Nc1cccc(C(F)(F)F)c1)c1csc(COCCO)n1 | -7% | . | -17%
Cc1c(C(=O)NCCN(C)C)oc2c1-c1nn(Cc3ccccc3Cl)cc1CC2 | ? | 4% | ?
CC(C)C(=O)Nc1nc2cc3c(cc2s1)OCCO3 | 21µM* | 4% | 15µM*
O=C(CN1CCN(C/C=C/c2ccccc2)CC1)Nc1ccccc1C(=O)NC1CC1 | ? | 6% | ?
COCCNCc1cc(C)n(-c2cc(S(=O)(=O)N3CCOCC3)ccc2N2CCCC2)c1C | ? | . | ?
O=C(NNC(=O)C1CCN(S(=O)(=O)c2ccccc2)CC1)c1ccccc1O | 7.3µM* | 5% | 26µM*
N=c1c2c3c(sc2ncn1N)CCCC3 | -16% | 0% | -20%
COc1ccc(S(=O)(=O)NCCCCOc2ccc(Cl)cc2)cc1 | 10µM* | . | 2.1µM*
OC(CNCc1ccccc1F)COc1cccc2ccccc12 (stereo not drawn) | ? | 4% | ?
O=S(=O)(NCc1ccccn1)c1cc(OCC(F)(F)F)ccc1OCC(F)(F)F | -7% | 7% | -22%
CC1CCCN(S(=O)(=O)c2ccc([N+](=O)[O-])cc2)C1 (stereo not drawn) | -26% | . | -13%
O=C(C[C@H]1C/C=C\C[C@H](NC(=O)OCC2c3ccccc3-c3ccccc32)C(=O)OC[C@H]2CCCN2C1=O)NCCO | 12µM* | -14% | 16µM*
CCS(=O)(=O)N1Cc2ccccc2CC1C(=O)Nc1ccc(OC)cc1 (stereo not drawn) | 2% | 0% | 11%
Cc1cc(=O)oc(C)c1C(=O)N1CCN(Cc2ccc3c(c2)OCO3)CC1 | -2% | -2% | -14%
O=C(Nc1c(C(=O)Nc2cccc(F)c2)oc2ccccc12)c1cc2ccccc2o1 | 18µM* | 1% | 15µM*
CCC(C)[C@H](NC(=O)NCc1ccccn1)C(=O)OC (stereo partly drawn) | ? | 6% | -13%
NCCCC[C@@H]1NC(=O)c2cc([N+](=O)[O-])cc(F)c2NCCCC[C@@H](C(N)=O)NC(=O)[C@H](CCC(N)=O)NC1=O | -12% | -1% | -2%
COc1cc([N+](=O)[O-])ccc1NC(=O)COC(=O)c1n[nH]c2ccccc12 | -8% | 4% | ?
CCO[C@@H]1OC(C(N)=O)=C[C@H](C(C)(C)C)[C@H]1CCCO | 3% | . | 6%
COC(=O)c1cc(OC)c(OC)cc1N=CC1=C(O)CC(C)(C)CC1=O | 3% | -1% | 7%
Cc1ccc(CNC(=O)c2nnn(CC(=O)Nc3cc(C)ccc3C)c2N)cc1 | 0% | 3% | 1%
O=C(N/N=C/C=C\c1ccccc1[N+](=O)[O-])c1ccncc1 | ? | 0% | ?
CC(C)(C)C(=O)CNCC(=O)C(C)(C)C | 4% | 5% | 13%
COCCn1c(=O)[nH]c(=O)c2cc(C(=O)c3cc(OC)ccc3O)cnc21 | -23% | 2% | ?
O=[N+]([O-])c1ccc(O)c(C=Nc2ccc3nc(-c4ccccc4)[nH]c3c2)c1 | -8% | 2% | -23%
C=CCSc1nnc(CNS(=O)(=O)c2ccc(C)cc2)n1C | -7% | 2% | 17%
CN(C)c1cccc(C(=O)N2CCCC(CCC(=O)NCc3ccccc3F)C2)c1 (stereo not drawn) | ? | 5% | ?
COC(=O)c1cc(NS(=O)(=O)c2ccc(N3CCC(C)CC3)c([N+](=O)[O-])c2)cc(C(=O)OC)c1 | 4% | 3% | -26%
CS(=O)(=O)NCc1ccc(C(=O)NC2CCCCC2)cc1 | 3% | 5% | -5%
Cc1cccc(OCc2nnc(SCC(=O)NC3CCCC3)n2C)c1 | -6% | 0%[0.0935 µM] | -2%
COc1ccc(C2CC(c3cccs3)=NN2C(=O)COC(=O)C2CCCCC2)cc1OC (stereo not drawn) | ? | 3% | ?
COCC(=O)N1CCC(n2nnc3cc(F)ccc32)CC1 | -7% | 6% | -2%
COC(=O)C[C@@H]1C=C[C@H](NC(=O)Cc2ccccn2)[C@@H](CO)O1 | 6% | . | -13%
CCc1ccc(N2C(=O)C3CCCN3C2=S)cc1 (stereo not drawn) | 6% | . | ?
O=C(Cc1ccccc1F)Nc1cc(S(=O)(=O)N2CCCCC2)ccc1N1CCOCC1 | 21µM* | . | 16µM*
COCCCNC(=O)[C@H](CSCc1ccccc1)N1Cc2ccccc2C1=O | -28% | 8% | -18%
COc1ccc(CCNC(=O)c2cc3c(s2)-c2ccccc2OC3)cc1OC | ? | ? | 12µM*
Cc1cc(N=Cc2c(O)ccc3cc(Br)ccc23)no1 | -26% | 0% | -8%
CCC(C(=O)O)n1nnc(-c2ccc(-c3ccc(OC)cc3)cc2)n1 (stereo not drawn) | 19% | 2% | -5%
O=C(C[C@H]1CC[C@@H](NC(=O)C2CC2)[C@@H](CO)O1)NCc1ccccc1Cl | -15% | . | -7%
COc1cccc(OCC(=O)NN=C2c3ccccc3-c3ccccc32)c1 | -27% | 4% | ?
CCOC(=O)C1CCN(C(=O)Cn2nc(C)n3c(cc4sccc43)c2=O)CC1 | -21% | -5% | ?
COc1cc(C[C@@H]2C(=O)OC[C@H]2Cc2ccc(OC)c(OC)c2)ccc1O | 2.3µM* | 0% | 2.6µM*
C/C(=N\NC(=O)c1cccc(C)c1O)c1ccc(NC(=O)Cc2ccccc2)cc1 | -22% | 6% | 0%
COc1cccc(NC(=O)CN(C)C(=O)/C=C/c2ccc3ccccc3n2)c1 | 6% | . | -12%
O=C(COC(=O)c1cccc(S(=O)(=O)N2CCCCC2)c1)NCc1ccccc1 | 0% | 3%[0.505 µM] | -2%
Cc1ccc(-c2nc3c(=O)n(-c4ccccc4)c4c(c(=O)n(C)c(=O)n4C)c3o2)cc1 | -27% | -3% | -23%
Cc1cc(C)nc(SC(C(=O)O)c2ccccc2)n1 (stereo not drawn) | 2% | 8% | -7%
COc1ccc(N2CCN(C(=O)CCS(=O)(=O)c3ccc(C)cc3)CC2)cc1 | ? | 8% | -29%

# Arranged by formula weight (smallest number first): part of the list above
canonical_smiles | TDP1 cell CPT | TDP1 block | DT40 TDP1 no CPT
Cc1cc(C)nc(SC(C(=O)O)c2ccccc2)n1 (stereo not drawn) | 2% | 8% | -7%
COCC(=O)N1CCC(n2nnc3cc(F)ccc32)CC1 | -7% | 6% | -2%
COC(=O)C[C@@H]1C=C[C@H](NC(=O)Cc2ccccn2)[C@@H](CO)O1 | 6% | . | -13%
COc1cc(C[C@@H]2C(=O)OC[C@H]2Cc2ccc(OC)c(OC)c2)ccc1O | 2.3µM* | 0% | 2.6µM*
O=C(C[C@H]1CC[C@@H](NC(=O)C2CC2)[C@@H](CO)O1)NCc1ccccc1Cl | -15% | . | -7%

# Screens as filed in PubChem.
